Screening data: PubChem BioAssay, National Center for Advancing Translational Sciences (NCATS)
Vif-A3F inh = blocks the Vif interaction with APOBEC3F; HeLa A3F-eYFP + Vif (tagged APOBEC3F with the HIV-1 protein that degrades it), YFP fluorescence increase; AID 602313; hit rate 0.2% among 390,000; Potency, µM (doses to about 46.1 µM), for inactives: at the top dose activity, negative = active; also: potency is read from the fitted curve at half-maximal effect; % of control where 0% means no effect; nearly all actives have a fitted effect of over 65% in size
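Fluorescence increase (Ex 488/Em 500-530) after overnight compound treatment at 37 deg C flags inhibition of Vif-driven A3F-eYFP loss in stable HeLa A3F-eYFP/Vif cells seeded overnight beforehand.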
D2 potentiator = positively modulates the human D2 dopamine receptor allosterically; AID 485347; potentiation, % at 10 µM; hit rate 0.34% among 340,000; HEK293 T-REx D2, calcium flux, EC20 dopamine potentiation; P14416;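 active = potentiation over 3 SD above the plate norm, cut at about 30% in these data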; also: 0% is about no effect
Target sequence (P14416 whole entry, looked up): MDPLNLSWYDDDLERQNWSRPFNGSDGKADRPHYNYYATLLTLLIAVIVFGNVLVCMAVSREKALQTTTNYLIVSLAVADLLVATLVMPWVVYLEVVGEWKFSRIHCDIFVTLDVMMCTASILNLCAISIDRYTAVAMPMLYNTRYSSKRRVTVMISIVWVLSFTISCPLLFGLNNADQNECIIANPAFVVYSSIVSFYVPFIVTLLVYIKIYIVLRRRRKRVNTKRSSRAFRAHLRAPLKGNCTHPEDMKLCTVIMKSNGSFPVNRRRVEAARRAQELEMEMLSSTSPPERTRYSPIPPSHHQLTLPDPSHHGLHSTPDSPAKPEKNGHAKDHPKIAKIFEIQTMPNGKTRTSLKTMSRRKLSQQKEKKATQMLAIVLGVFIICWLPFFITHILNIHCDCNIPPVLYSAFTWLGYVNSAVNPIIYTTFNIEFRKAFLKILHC
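Calcium flux readout, no-wash dye, 1 read/s. Inducible HEK293 Trex D2 line, overnight 30 C. Compound alone 180 s (agonist flags), then EC20 dopamine, another 180 s to score potentiation.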
Vif-APOBEC3G blk = Vif-A3G binding inhibition; Potency, µM (doses to about 46.1 µM), inactives show top-dose activity, negative = active, usual class: inhibitors; HeLa A3G-eYFP + Vif (tagged APOBEC3G with the HIV-1 protein that degrades it), YFP fluorescence, overnight; Q9HC16; AID 602310; hit rate 0.076% among 410,000;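 also: potency is read from the fitted curve at half-maximal effect; % is scaled to controls: 0 for no effect and ±100 for the full control effect; nearly all actives have a fitted effect of over 60% in size; hits raise eYFP signal because A3G escapes Vif-driven loss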
Target sequence (Q9HC16 whole entry, looked up): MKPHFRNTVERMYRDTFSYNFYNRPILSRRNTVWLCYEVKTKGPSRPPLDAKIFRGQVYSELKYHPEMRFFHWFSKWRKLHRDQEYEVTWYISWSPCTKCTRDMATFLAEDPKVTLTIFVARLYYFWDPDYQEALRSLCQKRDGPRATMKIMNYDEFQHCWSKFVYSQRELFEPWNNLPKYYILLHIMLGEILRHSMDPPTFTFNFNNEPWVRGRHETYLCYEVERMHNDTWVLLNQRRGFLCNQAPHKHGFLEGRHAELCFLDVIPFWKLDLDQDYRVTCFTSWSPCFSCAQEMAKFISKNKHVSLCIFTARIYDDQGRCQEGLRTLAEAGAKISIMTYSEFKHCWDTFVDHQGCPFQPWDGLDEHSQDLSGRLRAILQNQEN
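Read-out is eYFP fluorescence (Ex 488/Em 500-530) from Vif-expressing HeLa A3G-eYFP cells; more signal means A3G escaped Vif-mediated degradation. Cells plated overnight, compound pinned in, incubated overnight at 37 deg C.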
LDHA inh = LDHA (human) enzyme inhibition; P00338; purified LDHA, NADH/diaphorase-resazurin fluorescence; stronger effect = lower value; activity change, % (values are at about 110 or 230 µM); hit rate 0.15% among 480,000; in the data active = activity change below about -30%; inconclusive = mostly about -25% to -30%;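 also: plate controls were DMSO wells for no effect and wells without enzyme for full effect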
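Remaining NADH was detected by diaphorase (0.133 mg/mL) converting 37 µM resazurin to fluorescent resorufin, read at 0 and 20 minutes. The preceding 5-minute room-temperature reaction used 2 nM LDHA, 0.2 mM sodium pyruvate and 0.06 mM NADH at pH 7.4.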
RXFP1 agonist = activates the human relaxin receptor RXFP1; Q9HBX9; HEK293T-RXFP1 cAMP TR-FRET, 30 min; response scale: percent of porcine relaxin response, buffer zero; Potency, µM (titrated, usually from 57.5 µM), without a hit: at the highest dose activation, actives largely listed as activators; hit rate 0.3% among 370,000; AID 2676; also: potency is read from the fitted curve at half-maximal effect; % is scaled to controls: 0 for no effect and ±100 for the full control effect; nearly all actives have a fitted effect of over 60% in size; many of its hits are not listed in these tables
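HEK293 cells stably expressing RXFP1, treated 30 min at 37C with compounds plus PDE4 inhibitor Ro 20174; cAMP measured by HTRF TR-FRET. Normalized to buffer and 29 nM porcine relaxin; EC50 by Hill fit.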
D1 antag = human D1 dopamine receptor antagonism; AID 504652; P21728; activity change, negative = inhibition, % at 10 µM; hit rate 3.2% among 360,000; HEK293 TREx D1 cells, calcium flux, dopamine EC80; stronger effect = lower value; in the data active = activity change below about -30%; also: % is scaled to controls: 0 for no effect and ±100 for the full control effect
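Tetracycline-induced HEK293 Trex D1 cells, force-coupled to calcium, dye-loaded; compounds added and read 180 s, then EC80 dopamine added and calcium flux tracked kinetically another 180 s.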
D1 agonist = activates the human D1 dopamine receptor. P21728. HEK293 T-REx D1 cells, calcium flux, agonist mode. activation, % at 2 µM. hit rate 1% among 360,000. AID 504660; in the data active = activation above about 30%; also: 0% is about no effect
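Tetracycline-induced HEK293 TREx D1 cells, force-coupled to calcium signalling, were dye-loaded with a no-wash calcium kit. Compound was pin-added after a 10 s baseline. Fluorescence was read kinetically at 1 cycle/s for 180 s, with calcium rises flagged as agonism.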
Glioma ERSR ind = ER stress response induction in glioma; U87-MG GRP78 promoter luciferase reporter, 16 h; Potency, µM, without a hit: top-dose activation, most hits filed as activators; hit rate 0.02% among 420,000; also: potency is read from the fitted curve at half-maximal effect; series mostly up to about 76 µM; % of control where 0% means no effect; nearly all actives have a fitted effect of over 35% in size
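Stably transfected U87-MG human glioma cells carrying a GRP78-based luminescent sensor were seeded at 1000 cells/well, pin-dosed with compounds and incubated 16 h. Luciferase reagent was then added, and end-point luminescence was read after 10 min at room temperature.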
D1 PAM = human D1 dopamine receptor positive modulation; AID 504651; HEK293 TREx D1 cells, calcium flux, dopamine EC20 potentiation; hit rate 0.036% among 360,000; potentiation, % at 10 µM; in the data active = potentiation above about 30%; also: 0% is about no effect
Active calls of the source: *; ? = inconclusive; / = not tested or not shown; & = joins results of further samples. Unless noted, calls follow the shape of the dose curve; as a rule, active = well fitted curve in the direction sought with a large enough effect; inconclusive = small, poorly fitted or top-dose-only effect, or another doubt; inactive = no such curve, though single readings can be large; an effect the other way counts as inactive or inconclusive. Some of the compounds tested (hit frequency here may not be typical).

SMILES	Vif-A3F inh	D2 potentiator	Vif-APOBEC3G blk	LDHA inh	RXFP1 agonist	D1 antag	D1 agonist	Glioma ERSR ind	D1 PAM
O=C(Nc1cccc(C(F)(F)F)c1)c1cccnc1N1CCN(CCO)CC1	-3%	6	1%	0	-0.3%	1	2	-2%	-6
COc1ccc(-n2nc3c(c2NC(=O)C2CCCC2)CS(=O)C3)cc1 (centres undefined)	3%	8	6%	-2	1.9%	-7	2	-4%	-4
O=C(c1cccs1)N1CCN(c2ccc([N+](=O)[O-])cc2F)CC1	0%	1	-5%	0	2.2%	-1	5	1%	-7
Cc1ccc(NC(=O)c2cc(-c3ccccc3)nn2-c2ccccc2)c(Br)c1	-1%	0	-6%	-3	1.5%	3	1	3%	-1
O=CN1CCN(C(=O)c2ccc(-c3nc4ccccc4s3)s2)CC1	4%	3	-4%	-5	3.7%	-14	0	-6%	-3
COc1ccc(C(C#N)(CC(=O)O)c2cnccn2)cc1OC (centres undefined)	6%	1	0%	6	0.2%	12	4	-2%	-2
COc1ccc(/C=N/Nc2ncccc2[N+](=O)[O-])c(OC)c1	-6%	-2	0%	0	-0.5%	16	-2	-6%	3
CCOC(=O)[C@H]1[C@H]2COc3ccc(Br)cc3[C@@H]2N2C(=O)CN(Cc3ccco3)C(=O)[C@@]12C	-13%	12	-7%	1	0.2%	/	4	-3%	3
Cc1cccc(-n2ncc3c(N4CCN(CCO)CC4)ncnc32)c1	-3%	0	-2%	-2	2.3%	1	1	-1%	1
O=C(NC(=S)Nc1ccc(F)c([N+](=O)[O-])c1)c1ccccc1F	4%	1	?	-2	1.8%	-1	-3	2%	6
Cc1cc(C(F)F)n2nc(C(=O)Nc3cc(Cl)ccc3C)nc2n1	-10%	5	0%	0	2.3%	-8	-1	-3%	-4
O=c1[nH]c2ccccc2c2ccccc12	-2%	-3	2%	-3	2.3%	24	-3	-1%&2%&3%	0
CC(Sc1nc(N2CCOCC2)c2c(c1C#N)CC(C)(C)OC2)C(=O)O (centres undefined)	-3%	-3	3%	-17	1.4%	27	3	-2%	10
COc1ccc(/C(N)=N/OC(=O)c2cccs2)cc1	-3%	3	-11%	1	-1.5%	-1	-1	-4%	6
CSc1cccc(NC(=O)C2CCCN(C(=O)c3cnn(-c4ccc(F)cc4)c3-n3cccc3)C2)c1 (centres undefined)	3%	-7	6%	2	0.2%	-7	2	-2%	-2
Cc1ccc(C(=O)N/C(=C/c2cccnc2)C(=O)N2CCCCCC2)cc1	-1%	13	0%	0	0.8%	-9	3	-2%	-3
Cc1c(C(=O)N/N=C/c2ccc(-c3ccccc3[N+](=O)[O-])o2)sc(N)c1C#N	?	-6	-19%	13	5.0%	-62*	0	5%	-10
C#Cc1cccc(NC(=O)C2CCN(C(C)=O)CC2)c1	19%	-2	2%	-1	-0.3%	12	0	1%	5
Cc1cccc(OC(=O)c2cc(-c3ccc4c(c3)OCCO4)on2)c1	-3%	-20	4%	-1	0.8%	-16	6	-6%	2
O=C1CCN(S(=O)(=O)c2ccccc2)CCN1CCOCc1cccc(F)c1	6%	3	-2%	-4	2.2%	-21	2	-2%	1
O=S(=O)(c1ccc(Br)s1)N1CCCCC1	1%	/	0%	-4	-0.5%	5	3	-2%	0
Cc1ccc(-c2nc(CS(=O)CC(=O)N3CCN(c4ccccc4)CC3)c(C)o2)cc1 (centres undefined)	-7%&0%	20	9%&2%	-2&3	0.8%&-1.9%	7&-4	2&0	0%&-1%	6&-5
C=CCSc1nc(=O)n2ccc(C)cc2n1	-18%	1	0%	-1	8.1%	-2	2	1%	-8
O=C(Nc1nncs1)c1cccnc1Cl	-16%	6	0%	3	1.3%	6	0	-4%	10
CCN1CCc2c(sc3c2c(NCc2ccco2)nc2nnnn23)C1	2%	-9	-6%	2	3.6%	-3	2	-2%	4
Cc1ccc(C)c(CN2C(=O)C3(OCCCO3)c3ccccc32)c1	-1%	/	-2%	-1	-2.0%	-1	3	-1%	-4
COc1cccc(NC(=O)CSc2nc3c([nH]c4ccccc43)c(=O)n2-c2cc(C)cc(C)c2)c1	-2%	11	3%	-17	1.4%	-1	4	-3%	-2
CC(C)NC(=O)Nc1cccc2c1O[C@H](CN(C)C(=O)NC1CCCCC1)[C@H](C)CN([C@H](C)CO)C2=O	2%	/	-4%	8	/	/	/	-2%	/
CC(C)[C@H](NC(=O)c1ccc(Br)cc1)C(=O)NC1CCCCC1	?	13	-6%	-1	2.2%	16	1	0%	0
CC(=O)c1sc2ccccc2c1OC(=O)c1ccco1	3%	14	0%	-1	2.7%	-24	2	1%	-6

Three entries out of the list, arranged by molar mass, falling:
SMILES	Vif-A3F inh	D2 potentiator	Vif-APOBEC3G blk	LDHA inh	RXFP1 agonist	D1 antag	D1 agonist	Glioma ERSR ind	D1 PAM
COc1cccc(NC(=O)CSc2nc3c([nH]c4ccccc43)c(=O)n2-c2cc(C)cc(C)c2)c1	-2%	11	3%	-17	1.4%	-1	4	-3%	-2
CC(C)[C@H](NC(=O)c1ccc(Br)cc1)C(=O)NC1CCCCC1	?	13	-6%	-1	2.2%	16	1	0%	0
CCN1CCc2c(sc3c2c(NCc2ccco2)nc2nnnn23)C1	2%	-9	-6%	2	3.6%	-3	2	-2%	4

Further structures
SMILES	Vif-A3F inh	D2 potentiator	Vif-APOBEC3G blk	LDHA inh	RXFP1 agonist	D1 antag	D1 agonist	Glioma ERSR ind	D1 PAM
Cc1nc(-c2cccc(N)c2)cs1	2%	6	1%	2	-0.1%	15	-3	-3%	5
CC(C)NC1(C#N)CCN(Cc2ccccc2)CC1	2%	/	-2%	-6	/	/	/	-1%	/
CC(C)(C)OC(=O)N[C@@H](Cc1ccccc1)c1nnc(S(=O)(=O)Cc2cccc(F)c2)o1	0%	7	-25%	0	0.6%	-29	6	3%	-8
CCOc1cc(N2CCOCC2)c(OCC)cc1NC(=O)c1[nH]c(C)c(C(C)=O)c1C	10%	3	6%	3	-1.4%	2	0	0%	0
Cc1ccc(S(=O)(=O)N2[C@@H](c3ccc(Cl)c(Cl)c3)C(C(=O)O)=C[C@H]2CC2CCCC2)cc1	-5%	/	-4%	-1	/	/	/	-1%	/
c1ccc2c(c1)nc(NCc1ccc3c(c1)OCO3)n2CCN1CCOCC1	1%	-2	-3%	-2	1.4%	-30*	0	-3%	-7
CC[N+](CC)(CC#Cc1ccccc1)CC#Cc1ccccc1	2%	2	0%	-4	-3.2%	-9	6	-3%	4
CN(Cc1ccccc1)C(=O)CN(c1ccccc1Cl)S(C)(=O)=O	4%	11	2%	-13	1.3%	13	2	-1%	-11
COC(=O)c1ccc(/C=N\N2CCN(Cc3ccc(C)cc3)CC2)cc1	-10%	-1	1%	-2	1.3%	-15	1	-3%	-4
CC1Cn2c(COc3ccccc3)nnc2S1 (centres undefined)	-1%	-4	0%	-11	0.5%	-5	2	-2%	-5
CCC1CC(C)(C(=O)Nc2ccc(S(N)(=O)=O)cc2)OC1=O (centres undefined)	-11%	-5	0%	-5	-1.4%	-8	1	-2%	8
COc1ccc(/C=N/n2cnc3c([nH]c4ccccc43)c2=O)cc1CO	-8%	-3	-11%	-2	6.2%	22	1	3%	-9
CCSc1nc2sc3c(c2c(=O)n1-c1ccccc1)CCN(C)C3	0%	3	0%	0	1.5%	-3	1	0%	1
Cc1cc(NC(=O)CCN2CCC(C)CC2)ccc1Br	8%	-11	0%	-11	2.0%	8	24	0%	2
CC(Oc1ccc(Br)cc1)C(=O)Nc1nc(-c2ccccn2)cs1 (centres undefined)	?	9	?	-4	2.1%	0	5	20%	-6
CN(C)c1ccc(/C=N/NC(=O)C(O)c2ccc(Br)cc2)cc1 (centres undefined)	-11%	-8	-1%	-7	-0.7%	26	2	-1%	5
CCC1(CC)NC(=O)N(CC(=O)Nc2ccc(OCc3ccccc3)cc2)C1=O	5%	/	0%	-2	/	/	/	-2%	/
O=C(Nc1ccc2c(c1)OCCO2)c1cccc(S(=O)(=O)N2CCOCC2)c1	-2%	-5	1%	-9	0.8%	0	0	10%	-3
CCN(CC)C(=O)Oc1ccc2c(=O)c(-c3ccccc3)coc2c1	-8%	11	-7%	-1&4	-0.3%	-30	8	-2%	-4
COc1ccccc1-c1cc2nc(C)c(CCC(=O)NCCc3ccc(SC)cc3)c(C)n2n1	1%	0	6%	-3	/	-47*	8	-7%	-6
C=CCN(CC=C)S(=O)(=O)c1ccc(C(=O)Nc2sc3c(c2C(N)=O)CCCCC3)cc1	?	9	3%	-5	-1.4%	-13	5	-3%	-5
Cc1cccc(NS(=O)(=O)c2cccc3nonc23)c1	3%	0	0%	-8	0.1%	-18	14	-5%	-5
O=C(NN1C(=O)C2C(c3ccccc3)C=CC(c3ccccc3)C2C1=O)c1ccccc1 (centres undefined)	-16%	2	-7%	-7	-0.9%	-6	22	-1%	-2
O=C(NCc1ccc2c(c1)OCO2)C1CCC(CNc2c(N3CCCC3)c(=O)c2=O)CC1 (centres undefined)	5%	-1	0%	-4	1.1%	-15	-1	-4%	-4
